hgDAF-12 ag – H. glycines DAF-12 receptor agonists, primary screen, cell-based, luminescence, HEK293, GAL4 fusion, UAS-luciferase; HEK293 GAL4-hgDAF12 UAS-luciferase reporter, agonist luminescence; normalized to butyrate control; activation, % at 6.8 µM; 1.8% of 370,000 active;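 active = activation above a cutoff set at the mean of all screened compounds plus 3 SD, cut at about 10% in these data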;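 also: 0% = DMSO wells and 100% = sodium butyrate wells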
DAX1 inh-1 – DAX1 (NR0B1) inhibitors on StAR promoter, primary screen, cell-based, luminescence, SF-1 (NR5A1), full-length DAX-1 | HEK293T StAR-luciferase reporter, SF-1/DAX-1 repression relief | inhibition, % at 6.8 µM | AID 652010, 2013 | 1.1% of 370,000 active;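 active = inhibition above the mean over all tested compounds plus 3 SD, cut at about 3.6% in these data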;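 also: 0% = DAX-1 cells with DMSO and 100% = cells lacking DAX-1 with DMSO; higher inhibition means more luminescence from relief of DAX-1 repression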
SMARCA2 activ – SMARCA2 (BRM) function activators, primary screen, cell-based, luminescence, high throughput. MG213 cells, MMTV-luciferase reporter, dexamethasone, overnight. activation, % at 9.1 µM. 1% of 370,000 active; in the data active = activation above about 7.8%;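 also: 0% = vehicle wells and 100% = reference activator wells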
hcDAF-12 act – H. contortus DAF-12 nuclear receptor activators, primary screen, cell-based, luminescence, HEK293, lit1-tk-luc reporter; 1.4% of 370,000 active; HEK293 hcDAF-12 lit1-tk-luc reporter; 0% DMSO, 100% Δ7-dafachronic acid; activation, % at 6.8 µM;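 active = activation above the mean of all tested compounds plus 3 SD, cut at about 5.5% in these data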;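 also: 100% = response to 3 µM Δ7-dafachronic acid high control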
HGIII-sPLA2 inh – human group III sPLA2 inhibitors, primary screen, biochemical, QFRET, BODIPY PC-A2 liposome substrate. 0.56% of 370,000 active. inhibition, % at 12.2 µM. QFRET BODIPY PC-A2 liposome hydrolysis, fluorescence;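 active = inhibition above mean plus 3 SD of compounds lying within the high and low control bounds, cut at about 19% in these data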;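 also: 0% = median of test compound wells and 100% = no enzyme DMSO wells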
Target sequence (Q9NZ20 whole entry, looked up): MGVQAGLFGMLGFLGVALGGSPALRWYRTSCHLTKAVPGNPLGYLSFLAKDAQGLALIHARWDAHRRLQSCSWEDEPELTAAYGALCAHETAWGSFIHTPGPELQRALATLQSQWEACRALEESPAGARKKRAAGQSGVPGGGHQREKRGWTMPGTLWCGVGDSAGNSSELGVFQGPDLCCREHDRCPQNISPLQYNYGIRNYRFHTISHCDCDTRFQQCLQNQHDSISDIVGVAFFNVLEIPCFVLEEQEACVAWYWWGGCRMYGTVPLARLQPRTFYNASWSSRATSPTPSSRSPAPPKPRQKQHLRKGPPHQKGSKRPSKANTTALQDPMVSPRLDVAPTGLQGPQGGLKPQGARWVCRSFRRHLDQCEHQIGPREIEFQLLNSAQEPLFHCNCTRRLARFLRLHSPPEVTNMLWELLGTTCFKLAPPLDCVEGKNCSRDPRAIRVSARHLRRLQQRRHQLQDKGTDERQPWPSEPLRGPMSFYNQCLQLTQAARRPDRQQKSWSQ
ssDAF-12 act – S. stercoralis DAF-12 nuclear receptor activators, primary screen, cell-based, luminescence, HEK293, GRIP1 co-expression, lit1-tk-luc; AID 652126, 2013; 1% of 370,000 active; Nuclear hormone receptor DAF-12 (Strongyloides stercoralis); HEK293 ssDAF-12/GRIP1 lit1-tk-luc reporter; % of 3 µM dafachronic acid response; activation, % at 6.8 µM;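 active = activation above the mean over all tested compounds plus 3 SD, cut at about 0.9% in these data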;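 also: 0% = DMSO-only wells and 100% = 3 µM delta7-dafachronic acid wells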
DAX1 inh-2 – DAX1 (NR0B1) inhibitors, primary screen, cell-based, HEK293, Gal4-DAX1, luciferase luminescence; Nuclear receptor subfamily 0 group B member 1 (Homo sapiens), P51843; HEK293 Gal4-DAX1 luciferase reporter; inhibition, % at 6.75 µM; 0.99% of 340,000 active; AID 504766, 2011;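 active = inhibition above the mean over all tested compounds plus 3 SD, cut at about 4.2% in these data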;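 also: 0% = DAX1-transfected cells with DMSO and 100% = empty-vector control cells with DMSO; inhibition shows as a rise in luminescence from relieved DAX1 repression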
Target sequence (P51843 207-470 limits assumed): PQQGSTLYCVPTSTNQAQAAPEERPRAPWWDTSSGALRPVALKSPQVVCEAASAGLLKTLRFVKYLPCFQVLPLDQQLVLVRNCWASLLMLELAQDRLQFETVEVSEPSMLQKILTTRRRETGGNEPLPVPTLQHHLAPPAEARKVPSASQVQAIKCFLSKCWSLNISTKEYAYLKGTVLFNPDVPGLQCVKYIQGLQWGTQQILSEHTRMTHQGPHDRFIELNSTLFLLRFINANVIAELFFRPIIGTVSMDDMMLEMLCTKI
PG9 binder – binders of HIV-1 gp120 antibody PG9, primary screen, biochemical, TR-FRET; 0.43% of 360,000 active; TR-FRET gp120-PG9 antibody binding; inhibition, % at 6.7 µM; HIV-1 gp120 / PG9 antibody interaction; in the data active = inhibition above about 8.5%
GAA850 FXN act – FXN promoter activators, primary screen, cell-based, luciferase luminescence, HEK293 lucGAA850. HEK293 lucGAA850 FXN promoter luciferase reporter, 24 h; percent of 10 µM SAHA response. activation, % at 6 µM. 0.56% of 360,000 active. AID 540364, 2011;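 active = activation above the average of all compounds screened plus 3 SD, cutoff fixed separately per campaign, cut at about 7.5% in these data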;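 also: 0% = DMSO wells and 100% = 10 µM SAHA wells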
PLC-beta3 inh – human PLC-beta3 inhibitors, primary screen, biochemical, fluorescence. inhibition, % at 12.2 µM. 1-phosphatidylinositol 4,5-bisphosphate phosphodiesterase beta-3 (Homo sapiens), Q01970. Purified PLC-beta3, fluorogenic substrate. 0.18% of 370,000 active; in the data active = inhibition above about 11%;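 also: 0% = median of compound wells on plate and 100% = full blocker control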
Rev-erbA mod – modulators of Rev-erb alpha DNA binding, primary screen, biochemical, FITC-DNA, fluorescence polarization, uHTS; Rev-erbα–FITC-DNA binding, 90 min; activity, % at 10 µM; 0.79% of 370,000 active;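 active = activity above about 14%, limit read from the data; passing the limit was not always enough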;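 also: 0% = DMSO wells with 35 nM protein and 100% = DMSO wells with 750 nM protein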
* hit, by the source's call.

Screens in order: hgDAF-12 ag, DAX1 inh-1, SMARCA2 activ, hcDAF-12 act, HGIII-sPLA2 inh, ssDAF-12 act, DAX1 inh-2, PG9 binder, GAA850 FXN act, PLC-beta3 inh, Rev-erbA mod
- COc1cccc2c1OCC(C(=O)OCc1cccnc1)=C2
 : 2.5, 2.1, -1, -1.7, -3, -1.2, -0.9, -2.9, 2.5, -14, 0
- CC1=N/C(=C/c2cccnc2)C(=O)O1
 : 1.1, -0.1, -1, 0.2, 4, -0.7, 1.5, -0.8, 1.1, 1, 1
- Cc1nc2ccccn2c1C(=O)NCc1ccc2c(c1)OCO2
 : -3.4, -0.8, -1, -1.6, 0, -2.1, -1.1, -1.5, 3.6, 0, -1
- COc1cc(/C=N/N(C)C)cc(Br)c1O
 : 1.0, -0.3, -5, 0.1, 8, -1.2, 2.3, -0.9, 0.4, -11, 7
- COc1ccc(C(=O)Nc2cccc(C(=O)N3CCCC3)c2)cc1
 : 3.1, 0.0, 1, 0.6, 1, -0.8, -0.5, 0.7, 0.4, 2, -1
- COC(=O)c1c(NC(=O)C(C)C)sc2c1C(C(=O)OC)CC2 (stereo not drawn)
 : -0.5, -1.1, -2, -2.0, 3, -0.9, 0.9, 0.7, 0.0, 3, -1
- O=C(NCCc1c[nH]c2ccccc12)/C(=C/c1cccnc1)NC(=O)c1ccco1
 : -1.5, -0.8, -2, -0.5, -11, -0.5, 4.5*, -2.2, 2.1, -2, -7
- O=C(C1CCN(C2CC(=O)N(c3ccc(F)cc3)C2=O)CC1)N1CCOCC1 (stereo not drawn)
 : 1.3, -0.1, 1, 0.1, 1, -1.3, 0.6, -0.1, -0.4, -1, -7
- O=C1CC(c2ccccc2)C(C(=O)Nc2ccccc2F)N1 (stereo not drawn)
 : 3.0, -0.8, -1, -2.2, 0, -1.2, 2.7, 0.8, -1.2, 4, -7
- CCc1ccc(C(=O)COC(=O)C(CCSC)NC(=O)C23CC4CC(CC(C4)C2)C3)cc1 (stereo not drawn)
 : -3.5, -0.1, 0, 1.0, 0, -1.5, 1.3, -2.4, 2.4, 1, 4
- CCN(CC)S(=O)(=O)c1ccc(NC(=S)Nc2ccccc2)cc1
 : 0.3, 0.0, -2, -1.1, 0, -1.0, -1.2, -0.7, 3.8, 3, -1
- C[C@H](NC(=O)c1nc[nH]c1C(=O)N[C@@H](CCCCN)C(=O)OC(C)(C)C)C(=O)OCc1ccccc1
 : 2.2, -0.1, -1, -0.7, 12, -0.8, 0.1, -1.1, 0.2, -1, -1
- COc1ccccc1C(=O)Nc1ccc(C(=O)c2ccccc2)cc1
 : 2.4, 0.7, 3, -0.1, -13, -0.9, 0.0, -0.1, 1.0, -1, -1
- CCOC(=O)c1c[nH]c2c(C)ccc(Cl)c2c1=O
 : 2.4, -0.5, -2, 0.1, -2, -1.0, -0.3, 0.3, 0.6, 2, 3
- CCc1ccc(N(C(=O)CNC(=O)c2cccs2)C(C(=O)NC(C)(C)C)c2cc(OC)c(OC)c(OC)c2)cc1 (stereo not drawn)
 : -0.6, -0.3, -3, -1.8, 0, -1.2, -0.8, -0.2, -0.3, 2, 5
- COc1ccc(-c2csc(NC(=O)CN3C(=O)NC4(CCCC4)C3=O)n2)cc1
 : 3.8, -0.6, 0, -0.9, -6, -0.5, -0.8, 0.0, -0.3, -7, -9
- CCCOc1ccccc1OCC(=O)Nc1ccc(S(=O)(=O)N2CCCC2)cc1
 : 0.2, -1.7, -2, -1.0, -14, -1.1, -0.7, 1.7, -1.4, -1, 4
- COc1ccccc1S(=O)(=O)CC(O)COc1ccc(F)cc1Cl (stereo not drawn)
 : -1.8, -0.2, 1, -0.7, -5, -2.2, 0.8, -1.0, 2.3, 0, 7
- CCCC(=O)Nc1nc(-c2ccc(Cl)s2)cs1
 : 1.9, 0.7, -3, 2.3, 2, -0.7, -1.5, -1.1, 0.6, -9, 6
- Nc1ccc2c(c1)Cc1cc(N)c(Cl)cc1-2
 : 15*, 2.5, 0, 3.9, 24*, -0.5, 3.0, 7.9, 2.4, -57, 2

Entries of single compounds, quoted from the list.
`CCc1ccc(C(=O)COC(=O)C(CCSC)NC(=O)C23CC4CC(CC(C4)C2)C3)cc1` (stereo not drawn) is listed with hgDAF-12 ag: -3.5; DAX1 inh-1: -0.1; SMARCA2 activ: 0; hcDAF-12 act: 1.0; HGIII-sPLA2 inh: 0; ssDAF-12 act: -1.5; DAX1 inh-2: 1.3; PG9 binder: -2.4; GAA850 FXN act: 2.4; PLC-beta3 inh: 1; Rev-erbA mod: 4
`Nc1ccc2c(c1)Cc1cc(N)c(Cl)cc1-2` is listed with hgDAF-12 ag: 15*; DAX1 inh-1: 2.5; SMARCA2 activ: 0; hcDAF-12 act: 3.9; HGIII-sPLA2 inh: 24*; ssDAF-12 act: -0.5; DAX1 inh-2: 3.0; PG9 binder: 7.9; GAA850 FXN act: 2.4; PLC-beta3 inh: -57; Rev-erbA mod: 2

The listing picks up with the 5 entries that preceded the break.
Screens in order: hgDAF-12 ag, DAX1 inh-1, SMARCA2 activ, hcDAF-12 act, HGIII-sPLA2 inh, ssDAF-12 act, DAX1 inh-2, PG9 binder, GAA850 FXN act, PLC-beta3 inh, Rev-erbA mod
- COc1ccc(-c2csc(NC(=O)CN3C(=O)NC4(CCCC4)C3=O)n2)cc1
 : 3.8, -0.6, 0, -0.9, -6, -0.5, -0.8, 0.0, -0.3, -7, -9
- CCCOc1ccccc1OCC(=O)Nc1ccc(S(=O)(=O)N2CCCC2)cc1
 : 0.2, -1.7, -2, -1.0, -14, -1.1, -0.7, 1.7, -1.4, -1, 4
- COc1ccccc1S(=O)(=O)CC(O)COc1ccc(F)cc1Cl (stereo not drawn)
 : -1.8, -0.2, 1, -0.7, -5, -2.2, 0.8, -1.0, 2.3, 0, 7
- CCCC(=O)Nc1nc(-c2ccc(Cl)s2)cs1
 : 1.9, 0.7, -3, 2.3, 2, -0.7, -1.5, -1.1, 0.6, -9, 6
- Nc1ccc2c(c1)Cc1cc(N)c(Cl)cc1-2
 : 15*, 2.5, 0, 3.9, 24*, -0.5, 3.0, 7.9, 2.4, -57, 2
- O=C(Cc1ccccc1Cl)NCc1cccnc1
 : -0.7, 0.1, 1, -0.5, 2, -0.1, 0.5, -0.7, 0.4, -2, 2
- Cc1ccc(CNC(=O)C2CCCN(S(=O)(=O)c3ccc(F)cc3)C2)cc1 (stereo not drawn)
 : -1.4, 0.0, -2, 1.2, 3, -1.1, 0.2, 0.0, -1.2, -4, -4
- COC(=O)c1ccc(CN=C(NS(=O)(=O)c2ccccc2)c2ccccc2)cc1
 : -0.7, -0.2, -1, -1.2, -10, -1.1, -0.2, -1.7, 1.4, -3, 0
- Cc1ccc(NC(=O)C2C(C(=O)O)C3C=CC2C32CC2)cc1 (stereo not drawn)
 : 1.0, 0.3, 9.8*, -1.7, 7, -0.6, -1.0, -0.5, -5.3, 4, -2
- CCCCn1nnc(NC(=O)c2ccc(-c3ccccc3[N+](=O)[O-])o2)n1
 : 0.1, -0.3, 1, -1.1, -4, -1.3, 2.6, -0.2, 0.4, 3, 2
- Fc1ccc(CNc2ncnc3cc(Cl)ccc23)cc1
 : -4.0, -1.2, -3, -0.8, -6, -1.5, -2.1, -1.2, -1.2, -17, 3
- CC(NS(=O)(=O)c1ccc(Cl)cc1)C(=O)Nc1ccc2c(c1)OCCO2 (stereo not drawn)
 : 2.0, -0.1, -3, -2.5, -2, -0.6, 0.4, 0.5, -0.9, -6, 4
- Cc1nc(NCCc2cnc[nH]2)c2oc3ccccc3c2n1
 : 0.0, 0.2, 0, -0.2, 5, -1.2, 1.1, -1.0, 1.5, 1, -2
- O=C(/C=C/c1ccc(Cl)cc1)N1CCN(c2ccc([N+](=O)[O-])c(N3CCOCC3)c2)CC1
 : -1.4, 0.0, -3, -3.1, 11, -1.1, 0.7, -1.1, -1.2, 0, -2
- COc1ccc(C2=NN(C(=O)CN3CCCCC3)C(c3ccc(OC)cc3)C2)cc1 (stereo not drawn)
 : -1.4, -0.8, -4, -0.3, -7, -0.5, 1.3, -1.6, 0.8, -6, 1
- Cc1ccc(NC(=O)CN2CCN(C(=O)c3ccco3)CC2)cc1S(=O)(=O)N(C)C
 : 2.0, 1.7, 2, 1.3, -4, -0.6, 0.9, -2.4, 1.1, -4, 0
- O=C(Cn1ccc(NC(=O)OCc2ccccc2)nc1=O)NCc1nc2ccccc2[nH]1
 : 1.2, -0.3, 1, 0.5, -8, -1.4, 2.2, 0.3, 0.7, -2, 2
- COc1ccc(-c2cc(C(=O)N3CCCC3)no2)cc1OC
 : 7.2, 0.7, 5, 0.4, 0, -0.9, 2.3, 0.1, 3.3, -6, 3
- CC(=O)N(C(C)=O)n1c(/C=C/c2cccc([N+](=O)[O-])c2)nc2ccccc2c1=O
 : -0.2, -0.2, -3, -0.2, 2, -0.6, 0.8, -2.6, 0.4, -7, -5
- O=C1/C(=C\c2ccc(-c3ccccc3[N+](=O)[O-])o2)C(c2ccccc2)=NN1c1ccccc1
 : -0.8, 0.5, -2, -1.4, 1, -0.9, 0.8, -1.1, -1.2, -1, -10
- CCOC(=O)c1cc2sccc2n1Cc1ccccc1
 : 0.4, -0.1, -2, 1.7, -3, -0.8, -0.6, 0.0, 3.8, -3, 2
- CCOc1cc(N2CCOCC2)c(OCC)cc1NC(=O)Cc1cccc(OC)c1
 : -4.2, -1.4, -1, -0.8, 6, -0.8, 0.0, -2.2, 1.3, -6, -3
- COc1ccccc1OCC(=O)Nc1ccc(S(=O)(=O)Nc2cc(C)on2)cc1
 : -0.9, -0.1, -2, 5.2, -15, 1.2*, 1.2, 0.5, 2.5, -7, 3
- CCCCN1C[C@H](C)[C@@H](CC(=O)NCc2ccccc2)C1=O
 : 0.8, 0.4, 0, -2.5, 4, -1.2, -0.1, -0.8, -0.5, 4, -3
